MC4R antag cAMP – human MC4R antagonism in cAMP assay | MC4R-expressing cells, MTII-stimulated cAMP, LANCE TR-FRET | AID 540295 | P32245 | hit rate 0.48% among 360,000 | inhibition, % at 6.5 µM;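 active = inhibition above its plate's cutoff, the mean of tested wells on that plate plus 3 SD, cut at about 29% in these data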;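 also: 0% = Melanotan II alone and 100% = Melanotan II plus saturating MCL0020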
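Assay system: human MC4R-expressing U2OS cells; reagent: Melanotan II stimulation of cells; dosing: 6.5 µM single dose; timing: compound 30 min, challenge 1 h, detection 1 h; signal: TR-FRET cAMP assay; replicates: one well per compound, no replicates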
Vif inh – HIV Vif inhibition; HEK293T cells, Vif self-association by quenched fluorescence, imaging, 24 h; hit rate 0.35% among 340,000; inhibition, % at 7.49 µM; in the data active = inhibition above about 50%, passing the limit was not always enough; also: some results filed as inactive read as strong as hits
ABCB6 inh MLPCN – inhibitors of human ABC transporter ABCB6. Q9NP58. K562-ABCB6 porphyrin accumulation, flow cytometry, 1 h; hits give low values. fluorescence ratio to DMSO, % at 10 µM. hit rate 0.19% among 360,000. AID 602162;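 active = fluorescence ratio to DMSO below 75%, the collection mean minus 3 SD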;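 also: signal is porphyrin accumulated inside mitochondria; 100% equals median channel fluorescence of DMSO control wells; lower ratio means ABCB6 inhibition with less porphyrin fluorescence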
ABHD5 PLIN5 PPI – blocks binding of human ABHD5 to perilipin-5. Q00G26+Q8WTS1. Split G. princeps luciferase complementation, luminescence, 4 h. inhibition, % at 4 µM. hit rate 0.78% among 360,000. AID 602281;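 active = inhibition above the mean inhibition across every tested compound plus 3 SD, cut at about 22% in these data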;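 also: 0% = DMSO only wells and the 100% control is not disclosed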
Target sequence (Q00G26 whole entry, looked up): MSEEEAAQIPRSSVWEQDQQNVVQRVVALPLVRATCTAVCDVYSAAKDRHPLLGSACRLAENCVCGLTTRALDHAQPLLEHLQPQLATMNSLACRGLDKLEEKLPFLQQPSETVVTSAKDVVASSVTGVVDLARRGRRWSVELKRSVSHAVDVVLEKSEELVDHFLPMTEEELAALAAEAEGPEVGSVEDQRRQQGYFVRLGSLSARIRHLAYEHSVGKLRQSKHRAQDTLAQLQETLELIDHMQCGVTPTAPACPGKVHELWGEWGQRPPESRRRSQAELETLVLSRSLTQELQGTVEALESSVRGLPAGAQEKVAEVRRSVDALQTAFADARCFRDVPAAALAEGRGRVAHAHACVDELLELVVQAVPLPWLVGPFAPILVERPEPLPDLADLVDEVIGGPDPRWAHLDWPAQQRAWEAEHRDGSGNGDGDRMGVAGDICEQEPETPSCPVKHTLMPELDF
Target sequence (Q8WTS1 whole entry, looked up): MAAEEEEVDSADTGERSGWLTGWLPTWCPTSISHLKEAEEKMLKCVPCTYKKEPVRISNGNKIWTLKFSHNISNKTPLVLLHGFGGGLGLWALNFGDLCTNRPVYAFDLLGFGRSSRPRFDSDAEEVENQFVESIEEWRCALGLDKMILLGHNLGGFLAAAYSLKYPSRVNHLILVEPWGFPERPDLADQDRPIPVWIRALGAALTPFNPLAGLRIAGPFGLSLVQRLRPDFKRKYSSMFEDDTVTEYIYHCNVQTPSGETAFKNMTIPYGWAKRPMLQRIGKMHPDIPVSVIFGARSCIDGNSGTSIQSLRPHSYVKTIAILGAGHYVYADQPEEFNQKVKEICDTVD
NOD2-RIPK2 inh – NOD2-RIPK2 protein interaction inhibition; hit rate 0.38% among 360,000; inhibition, % at 4.98 µM; AID 624267; CHO BLA complementation NOD2-RIPK2, CCF4 ratio; O43353; in the data active = inhibition above about 21%;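 also: 0% = vehicle only and 100% = reference blocker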
TLR9-MyD88 block – blocks human TLR9 binding to MyD88 | Q9NR96+Q99836 | CHO BLA complementation TLR9-MyD88, CCF4 FRET ratio | inhibition, % at 4.98 µM | hit rate 0.21% among 340,000 | AID 504734;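 active = inhibition above the mean over all tested compounds plus 3 SD, cut at about 21% in these data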;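 also: 0% = DMSO only wells and 100% = clavulanate BLA inhibitor control wells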
aDG glyco up – increases alpha dystroglycan glycosylation; Pro5-aDG cells, alpha-DG glycosylation AlphaScreen (IIH6); 0% Pro5, 100% B10-LARGE cell signal; activation, % at 10 µM; hit rate 0.22% among 360,000;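 active = activation of at least 8% versus controls, or a plate z-score of at least 8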;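 also: Pro5 are CHO cells carrying HIG-tagged alpha-DG that lacks glycosylation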
MC4R ag barr – activates human MC4R beta-arrestin recruitment | P32245 | U2OS MC4R beta-arrestin complementation, luminescence; percent of melanotan II response, DMSO zero | activation, % at 8.9 µM | hit rate 0.98% among 360,000 | AID 540308;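 active = activation above a per-plate cutoff, the mean activation of sample wells on that plate plus 3 SD, cut at about 8% in these data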
N-glyco inh – N-linked glycosylation inhibition; hit rate 0.23% among 360,000; reporter increase, % at 12.5 µM; D54 ERlucT glycosylation luciferase reporter, 24 h; percent of 100 nM tunicamycin response;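 active = mean luciferase reporter signal, scaled so untreated is 0 and the glycosylation-blocking control 100, at or above a set limit in every replicate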;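 also: luciferase carries N-glycosylation sites so blocking glycosylation raises the light; 0% = median of neutral control wells and 100% = median of 100 nM tunicamycin wells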
Exocytosis inh – lytic granule exocytosis inhibition; hit rate 0.66% among 360,000; inhibition, % at 10 µM; TALL-104 LAMP-1 surface exposure, flow cytometry; cells stimulated with thapsigargin and PMA; AID 651702;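 active = inhibition above about 55%, limit read from the data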
Active calls of the source: *; / = no result given. Not all compounds are listed; rates above refer to the full screens.

SMILES	MC4R antag cAMP	Vif inh	ABCB6 inh MLPCN	ABHD5 PLIN5 PPI	NOD2-RIPK2 inh	TLR9-MyD88 block	aDG glyco up	MC4R ag barr	N-glyco inh	Exocytosis inh
O=C(O)c1nn(CC(=O)N2CCN(c3ccccc3)CC2)c(=O)c2ccccc12	-4	6	98	2	5	4	0.0	-0.4	4	9
CCOC(=O)C1(NC(=O)C2(NC(=O)CN3C(=O)c4ccccc4C3=O)CCCC2)CCCC1	4	27	98	-5	-12	-8	0.2	-2.8	0	17
COc1ccc(C(=O)n2nc(-c3ccc(C)cc3)nc2N)cc1OC	-7	14	91	6	0	-6	-0.2	15*	8	-1
COCCN1CCN(C(=O)C2CCC(=O)N(CCc3ccc(Cl)cc3)C2)CC1 (stereo unspecified)	7	2	97	-5	1	3	0.4	-3.7	1	0
CC1CCCCC12NC(=O)N(CC(=O)N1CCN(C(=O)c3ccco3)CC1)C2=O (stereo unspecified)	9	0	96	3	-1	-6	-0.1	-2.3	0	0
COc1ccc(Cn2c(C)c(C)c(C#N)c2NC(=O)Nc2cccc(Cl)c2)cc1	-7	-12	99	-14	2	-5	0.5	21*	1	0
O=C(Cn1nnc(-c2ccccc2F)n1)Nc1ccc2c(c1)OCO2	10	9	108	-8	-5	8	-0.1	-0.5	-1	1
COc1cccc(C(=O)Nc2cc(S(=O)(=O)N3CCOCC3)ccc2N2CCOCC2)c1	5	-4	98	12	-7	5	-0.1	-0.1	-2	-2
NS(=O)(=O)c1ccc(CCNC(=O)c2ccco2)cc1	0	-3	101	-4	-2	0	0.0	0.6	-2	0
COc1ccc(NC(=O)c2cc(C3CCCCN3C(=O)C3CCCCC3)on2)c(C)c1 (stereo unspecified)	10	11	77	4	2	/	-0.1	0.5	-1	-5
O=C(OCc1cncs1)c1cccs1	-8	3	95	-1	-8	-9	0.1	-2.6	0	-3
Cc1cc(C(F)(F)F)nn1Cc1ccc(C(=O)NCc2ccco2)o1	10	6	100	23*	9	-7	1.8	-1.5	0	0
COc1ccc(CN(C(=O)c2cnccn2)C(C(=O)NC(C)(C)C)c2cc(OC)c(OC)c(OC)c2)cc1 (stereo unspecified)	1	0	99	2	1	8	0.6	-1.8	1	0
OCC1CCCCN1CC(O)COC(c1ccc(F)cc1)c1ccc(F)cc1 (stereo unspecified)	19	3	103	1	-7	-8	0.1	0.8	-3	28
Cc1ccc(Nc2nc(Cl)c(C=O)s2)cc1Cl	14	-8	170	-5	-7	2	0.1	4.7	8	0
Nn1c(SCC(=O)Nc2cccc(Br)c2)nnc1C1CC1	4	-2	92	-12	5	-6	-0.2	-0.6	0	6
O=C(Nc1ccccc1-c1ccccc1)C1CCCN(c2ncccn2)C1 (stereo unspecified)	8	-7	102	4	-1	-4	-0.1	-2.0	1	-3
O=C1C(=O)C(c2ccccc2)C(=O)C1c1ccccc1 (stereo unspecified)	2	8	98	7	0	1	-0.1	-0.4	1	-5
CN(C)S(=O)(=O)c1ccc(NC(=O)N2CCOCC2)cc1	11	6	101	0	-1	-4	-0.4	-0.9	1	1
COc1ccccc1NC(=O)CCc1c(C)[nH]c(=O)c(C#N)c1C	1	1	96	-1	5	-17	0.1	-2.0	-1	5
O=C(NNC(=S)NC(=O)c1ccc(F)cc1)c1cccnc1	7	18	96	-7	-9	-11	0.2	-0.9	2	5
CCN(CC)Cc1c(C(=O)N/N=C/c2ccccn2)nnn1-c1nonc1N	12	3	101	2	3	-8	-0.2	-2.4	2	-14
COc1ccc(CCNC(=O)Cn2cc(C(F)(F)F)cc(Cl)c2=O)cc1OC	1	-2	107	-3	4	3	-0.1	-0.9	1	3
Cc1ccccc1Nc1nc(N)nc(COC(=O)C(NC(=O)c2ccco2)C(C)C)n1 (stereo unspecified)	15	-18	101	3	-6	-4	0.0	-1.1	-1	5
CC1CCCC(C)N1CC(O)COCC1COc2ccccc2O1 (stereo unspecified)	-1	5	110	18	1	-7	-0.1	-1.1	0	-2

Going on with the list.
SMILES	MC4R antag cAMP	Vif inh	ABCB6 inh MLPCN	ABHD5 PLIN5 PPI	NOD2-RIPK2 inh	TLR9-MyD88 block	aDG glyco up	MC4R ag barr	N-glyco inh	Exocytosis inh
O=S(=O)(c1ccc(Br)cc1Cl)N1CCN(CCO)CC1	13	11	105	-3	-1	-4	-0.2	-1.5	0	8
O=C(CN1CCCCC1)N1c2ccccc2Sc2ccc(C(F)(F)F)cc21	8	-1	91	1	2	2	0.0	3.1	-1	4
O=c1cc[nH]c2ccc(Cl)cc12	-1	0	91	-1	-9	2	0.1	0.0	5	-1
O=C(NC1CCCCC1NC(=O)c1ccco1)c1ccco1 (stereo unspecified)	-5	19	105	0	9	-6	3.9	-1.2	2	15
CC1CCN(Cc2cc(=O)oc3cc4c(cc23)CCCC4)CC1	23	-3	98	-10	-5	-2	-0.2	-2.5	-4	2
CC1CC=C(O)C12OCC(C)(C)CO2 (stereo unspecified)	7	0	105	4	2	-10	-0.1	-0.7	0	-1
COc1ccc(N2CCN(Cc3cc(=O)oc4ccc5ccccc5c34)CC2)cc1	11	0	103	5	-4	-17	-0.5	1.3	-1	0
CC(=O)c1ccc(N2CCN(C(=O)CCNC(=O)Cn3ccc4ccccc4c3=O)CC2)cc1	10	4	159	-4	-12	-4	0.0	2.4	2	2
CCOc1ccc(S(=O)(=O)N2CCN(C(=O)c3cc4ccccc4o3)CC2)cc1	-3	1	98	-9	-12	-8	1.3	-3.2	0	7
CC(=O)c1c(C)[nH]c(C(=O)CN2C(=O)NC3(CCCCC3)C2=O)c1C	-2	15	104	1	4	6	-0.1	-0.5	3	0
Nc1ccc2nc(-c3ccccn3)[nH]c2c1	5	14	95	2	-5	5	-0.3	-0.3	1	1
CC(C)CSc1nnc2c(n1)[nH]c1ccccc12	3	-1	98	-4	-8	-3	0.0	-0.1	-15	-2
C[n+]1ccccc1C1CCCC/C1=N\Nc1ccc([N+](=O)[O-])cc1[N+](=O)[O-] (stereo unspecified)	1	1	83	-9	0	-5	0.1	-0.6	-1	0
Cc1ccc(Cl)cc1NC(=O)CN1CCOCC1	21	-9	101	-9	-11	-3	-0.1	0.8	1	19
Cn1ccnc1C(=O)Cc1ccc([N+](=O)[O-])cc1	-3	5	101	-9	-7	/	0.0	0.8	3	-1
Cc1ccc(S(=O)(=O)NC(=O)c2cc(C)n(C3CC3)c2C)cc1	3	5	106	0	-3	-6	-0.5	-0.3	0	0
O=C(N/N=C/c1cccnc1)c1cccs1	0	4	85	5	-5	-7	0.0	-1.5	1	-4
C/C(=N\NC(=O)c1ccc(-n2cnnn2)cc1)c1ccc(C)cc1	8	-3	96	4	5	0	2.5	0.9	1	6
O=C(CSc1nnc(-c2ccccc2O)o1)N1CCc2ccccc2C1	-3	-3	95	-5	7	0	0.3	-1.5	-1	-1
Cc1ccc(S(=O)(=O)Nc2cccc(-c3ccc(N4CCCCCC4)nn3)c2)c(C)c1	6	3	98	-3	-8	-3	0.0	-1.3	-2	-1
Clc1ccccc1-c1nnc2sc(-c3cccs3)nn12	-22	/	97	4	18	5	0.2	-1.2	-3	-2
Cc1ccc(NC(=O)c2cccnc2C(=O)Nc2ccc(C)cc2)cc1	-1	-7	97	-10	-9	-5	0.1	1.0	3	0
CCOC(=O)C1CCN(C(=O)c2ccccc2CCc2ccccc2)CC1	16	3	99	-4	3	-13	0.0	-1.5	2	2
Cc1ccc(P(=O)(CSC(=N)N)c2ccc(C)cc2)cc1	-1	-5	95	6	4	-7	-0.6	-2.4	4	0
Cc1occc1-c1nnc(SCC(=O)NC2CCCCC2C)o1 (stereo unspecified)	10	-1	97	2	-7	1	0.1	-1.5	2	2

Entries above that have a nitro group on carbon, in the order listed:
SMILES	MC4R antag cAMP	Vif inh	ABCB6 inh MLPCN	ABHD5 PLIN5 PPI	NOD2-RIPK2 inh	TLR9-MyD88 block	aDG glyco up	MC4R ag barr	N-glyco inh	Exocytosis inh
C[n+]1ccccc1C1CCCC/C1=N\Nc1ccc([N+](=O)[O-])cc1[N+](=O)[O-] (stereo unspecified)	1	1	83	-9	0	-5	0.1	-0.6	-1	0
Cn1ccnc1C(=O)Cc1ccc([N+](=O)[O-])cc1	-3	5	101	-9	-7	/	0.0	0.8	3	-1

ABHD5 PLIN5 PPI, hit marks shown above.
SMILES	MC4R antag cAMP	Vif inh	ABCB6 inh MLPCN	ABHD5 PLIN5 PPI	NOD2-RIPK2 inh	TLR9-MyD88 block	aDG glyco up	MC4R ag barr	N-glyco inh	Exocytosis inh
Cc1cc(C(F)(F)F)nn1Cc1ccc(C(=O)NCc2ccco2)o1	10	6	100	23*	9	-7	1.8	-1.5	0	0

The list continues.
SMILES	MC4R antag cAMP	Vif inh	ABCB6 inh MLPCN	ABHD5 PLIN5 PPI	NOD2-RIPK2 inh	TLR9-MyD88 block	aDG glyco up	MC4R ag barr	N-glyco inh	Exocytosis inh
Cc1ccc(-n2c(SCc3nnc4n3CCC4)nnc2-c2ccccc2)cc1	20	-1	94	-3	0	6	-0.2	-1.8	-1	0
CSc1nc2[nH]ncc2c(=O)[nH]1	7	2	93	13	-5	-2	0.2	2.8	-6	5
CC#CC[N+](C)(C)CCCCCCCCCC	11	1	95	4	-6	-12	0.0	0.4	3	1
COc1ccc(S(=O)(=O)Nc2cccnc2)c(C)c1C	18	23	95	3	-8	-3	0.0	0.4	2	-7
O=C(OCc1ccccc1)/C(=C/c1ccccc1Cl)NC(=O)c1ccco1	5	-10	93	0	-4	-1	-0.1	-3.0	-3	-3
COc1ccccc1-c1cc(SC)c(C#N)c(=O)o1	50*	2	97	67*	1	-2	-0.3	-2.2	22	17
Cc1ccc(OCc2cc(C(=O)N3CC4C[C@@H]5CC3C[C@H](C4)C5)no2)cc1C	4	-10	98	0	1	4	0.2	-1.9	-3	2
COc1ccc(C)cc1N(C)C(=O)c1coc(=O)c2ccccc12	-1	/	85	2	-1	2	0.0	2.6	/	1
Cc1ccc(C(=O)NNC(=O)/C=C\C(=O)O)cc1	7	-1	96	0	-3	3	0.0	0.4	1	-2

Among those listed so far, these contain a thiophene ring, fused or not.
SMILES	MC4R antag cAMP	Vif inh	ABCB6 inh MLPCN	ABHD5 PLIN5 PPI	NOD2-RIPK2 inh	TLR9-MyD88 block	aDG glyco up	MC4R ag barr	N-glyco inh	Exocytosis inh
O=C(OCc1cncs1)c1cccs1	-8	3	95	-1	-8	-9	0.1	-2.6	0	-3
O=C(N/N=C/c1cccnc1)c1cccs1	0	4	85	5	-5	-7	0.0	-1.5	1	-4
Clc1ccccc1-c1nnc2sc(-c3cccs3)nn12	-22	/	97	4	18	5	0.2	-1.2	-3	-2

Full records, looked up by structure.
Cc1ccc(C(=O)NNC(=O)/C=C\C(=O)O)cc1 reads MC4R antag cAMP: 7; Vif inh: -1; ABCB6 inh MLPCN: 96; ABHD5 PLIN5 PPI: 0; NOD2-RIPK2 inh: -3; TLR9-MyD88 block: 3; aDG glyco up: 0.0; MC4R ag barr: 0.4; N-glyco inh: 1; Exocytosis inh: -2
COc1ccccc1-c1cc(SC)c(C#N)c(=O)o1 reads MC4R antag cAMP: 50*; Vif inh: 2; ABCB6 inh MLPCN: 97; ABHD5 PLIN5 PPI: 67*; NOD2-RIPK2 inh: 1; TLR9-MyD88 block: -2; aDG glyco up: -0.3; MC4R ag barr: -2.2; N-glyco inh: 22; Exocytosis inh: 17

Bioassay records (PubChem)
